VEEV TC-83 Vero: inhibitors of VEEV TC-83 cytopathic effect, confirmation, Vero cells (AID 588727); Vero cells, VEEV TC-83 cytopathic effect inhibition; higher % means a stronger effect; inhibition, % at 20 µM; hits with a dose series show IC50 in µM; 0.13% of 350,000 active; in the data active = a potency from the dose series; inconclusive = inhibition mostly from about 14% at the one dose, without a potency; inactive = the rest, 99 in 100 with inhibition below about 12%; note: strong numbers were not always called active
Salmonella PhoP GFP: PhoP regulon inhibitors, Salmonella typhi PhoP promoter GFP reporter, confirmatory (AID 1850). Salmonella Typhi PhoP-promoter GFP reporter, fluorescence, 4 h; higher % means a stronger effect. inhibition, % at 50 µM; hits with a dose series show IC50 in µM. 0.33% of 310,000 active; in the data active = a potency from the dose series; inconclusive = inhibition mostly from about 25% at the one dose, without a potency; inactive = the rest, 99 in 100 with inhibition below about 19%;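 note: 0% = induced wells with vehicle and 100% = uninduced wells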
M. tuberculosis HTS: M. tuberculosis growth inhibition, HTS (AID 449762); M. tuberculosis H37Rv growth inhibition, 7H9 media; higher % means a stronger effect; inhibition, % at 25 µM; hits with a dose series show IC50 in µM; 0.59% of 330,000 active; in the data active = a potency from the dose series; inconclusive = inhibition above about 70% without an active follow-up result;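 note: bacterial growth assessed after seven days of incubation; strong numbers were not always called active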
M. tuberculosis: growth inhibition of non-replicating M. tuberculosis (AID 488890); inhibition, % at 25 µM, or IC50 in µM where a hit was titrated; Mycobacterium tuberculosis non-replicating, growth inhibition; higher % means a stronger effect; 0.39% of 320,000 active; in the data active = a potency from the dose series; inconclusive = inhibition mostly from about 82% at the one dose, without a potency; inactive = the rest, 99 in 100 with inhibition below about 76%;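 note: plate controls were DMSO cells for no effect and high antibiotic wells for full effect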
influenza NS1A: H1N1 influenza NS1A inhibitors, functional cell based assay (AID 504329); NS1A functional cell-based assay, percent inhibition; higher % means a stronger effect; one-dose inhibition, % at 12.5 µM; IC50 in µM for titrated hits; 0.3% of 340,000 active; in the data active = a potency from the dose series; inconclusive = inhibition above about 27% without an active follow-up result; note: strong numbers were not always called active
VEEV TC-83 Vero 10K pilot screen: second read-out of VEEV TC-83 Vero, no call of its own (marks repeat the call); inhibition, %; measured here: 10K pilot screen inhibition
* hit, by the source's call; i = inactive; ? = inconclusive; nt = not tested or not shown. Rows are unselected; overall some 1.5% were active at least once.

SMILES	VEEV TC-83 Vero	Salmonella PhoP GFP	M. tuberculosis HTS	M. tuberculosis	influenza NS1A	others
COc1ccc(-c2c(C#N)c(SCC(N)=O)nc3c2CCCC3)cc1	0.7%	3%	4%	-3%	13%
CC(=O)c1cccc(NC(=O)C(OC(=O)c2cccc(S(=O)(=O)N(C)c3ccccc3)c2)c2ccccc2)c1 (stereo unspecified)	0.1%	-5%	4%	13%	-4%
O=C(CSc1nc(-c2ccccc2)nc2ccccc12)Nc1nccs1	1.1%	-14%	-5%	-6%	-1%
CC1(C)Cc2ccccc2/C(=C/C(=O)N2CCCCCC2)N1	4.4%	-3%	-2%	16%	2%
CCOC(=O)c1nnn(CC(=O)Nc2ccccc2)c1C(=O)OCC	0.6%	-19%	2%	2%	13%
CCn1c(O)c(C=NCCc2c[nH]c3ccccc23)c(=O)[nH]c1=O	1.3%	-1%	-4%	13%	5%
CC1/C(=N/O)CC(c2ccccc2)NC1c1ccccc1 (stereo unspecified)	7.6%	-4%	-9%	16%	0%
CC(C)(C)NC(=O)C1(N2C(=O)c3ccccc3C2=O)CCCC1	i	nt	nt	nt	3%
Cc1c(/C(O)=C2/C(=O)C(=O)N(Cc3cccnc3)C2c2ccccn2)cnn1-c1ccccc1 (stereo unspecified)	i	8%	-4%	-6%	-3%
COc1cccc(N2CCN(c3ccc4nnc(CCC(=O)Nc5ccc(F)cc5F)n4n3)CC2)c1	4.6%	-4%	-8%	1%	4%
COc1ccc(S(=O)(=O)Nc2cccc3c2O[C@H](CN(C)Cc2ccc(C(=O)O)cc2)[C@@H](C)CN([C@H](C)CO)C3=O)cc1	0.5%	nt	7%	2%	-10%
COc1ccc(C2=C/C(=C\c3ccccc3OC(C)=O)C(=O)O2)cc1	1.2%	-7%	1%	70%	-6%
COc1ccc(NC(=O)Cn2nc(Cc3cccnc3)c3ccccc3c2=O)c(OC)c1	2.5%	-7%	-3%	2%	-2%
COc1cccc(Cn2cc(C)cc(NC(=O)NCc3ccccc3)c2=O)c1	2.5%	-3%	3%	7%	6%
Cn1cnc(S(=O)(=O)NCc2cccs2)c1	0.8%	-5%	9%	-8%	-8%
COc1ccc(CNC(=O)c2ccc(N(C)S(=O)(=O)c3ccc(C)cc3)cc2)cc1	8.7%	6%	43%	46%	7%
CC(=O)N1c2ccc(S(=O)(=O)N3CCCC3)cc2CC1C(=O)NC(C)C (stereo unspecified)	0.5%	-4%	0%	-12%	1%
CCC(=O)Nc1nnc(C(C)(C)C)s1	i	-3%	-4%	12%	9%
CC1CCCCN1C(=O)c1c([N+](=O)[O-])cnn1C (stereo unspecified)	1.9%	-1%	10%	-1%	-12%
CCOc1ccc(-c2nnc(NC(=O)CCCOc3cccc(C)c3)o2)cc1	0.1%	6%	?	i	-4%

Three successive records out of the list so far, quoted:
SMILES	VEEV TC-83 Vero	Salmonella PhoP GFP	M. tuberculosis HTS	M. tuberculosis	influenza NS1A	others
CCC(=O)Nc1nnc(C(C)(C)C)s1	i	-3%	-4%	12%	9%
CC1CCCCN1C(=O)c1c([N+](=O)[O-])cnn1C (stereo unspecified)	1.9%	-1%	10%	-1%	-12%
CCOc1ccc(-c2nnc(NC(=O)CCCOc3cccc(C)c3)o2)cc1	0.1%	6%	?	i	-4%

(continued)
SMILES	VEEV TC-83 Vero	Salmonella PhoP GFP	M. tuberculosis HTS	M. tuberculosis	influenza NS1A	others
Cc1ccc(N=Nc2c(=O)[nH]n3c(=O)cc(C)[nH]c23)cc1	1.3%	9%	?	12%	-2%	VEEV TC-83 Vero 10K pilot screen=0.2
Cc1ccc(N(C(=O)CNC(=O)c2ccco2)C(C(=O)NC2CCCC2)c2ccncc2)cc1C (stereo unspecified)	i	-10%	3%	3%	-8%
Cc1cccc2sc(NC(=O)CN(C)S(=O)(=O)c3ccc(Br)s3)nc12	?	-8%	3%	36%	0%
CCOc1ccccc1C(=O)N(Cc1sccc1C)C1CCS(=O)(=O)C1 (stereo unspecified)	1.6%	-5%	-24%	0%	-2%
CNC(=S)N1CCN(c2nc(-c3ccc(Cl)cc3)cs2)CC1	i	4%	5%	23%	3%
CC1(C)C(=O)Nc2ccccc2N1C(=O)COC(=O)Cc1ccccc1F	1.0%	nt	3%	0%	-4%
Cc1ccc(S(=O)(=O)N(C)C)cc1NC(=O)C(C)OC(=O)C1CCCC1 (stereo unspecified)	3.0%	6%	-5%	3%	-9%
C=CCn1c(SCc2nc3ccccc3[nH]2)nnc1-c1ccccn1	0.7%	1%	-13%	-2%	0%
O=C1C/C(=C/NCc2ccccc2)C(=O)N1	2.6%	14%	0%	0%	-6%
C=CC1CN2CCC1CC2[C@@H](OC(=O)c1ccc(OC)cc1)c1ccnc2ccccc12 (stereo partly specified)	2.5%	1%	-4%	31%	21%
CC(=O)c1c(C)[nH]c(C(=O)Nc2cc(F)ccc2C)c1C	1.9%	-14%	4%	3%	-8%
CCOc1ccc(S(=O)(=O)N2CC(=O)Nc3ccccc32)cc1	0.4%	-5%	7%	-14%	-1%
Cc1noc(NS(=O)(=O)c2ccc(NC(=O)c3cc(-c4ccccc4Cl)nc4ccccc34)cc2)c1C	0.8%	-9%	2%	17%	-11%
Cc1cc(NC(=O)CSc2nnc(CNC(=O)c3ccc(C(C)(C)C)cc3)o2)no1	1.3%	-4%	6%	-15%	-9%
CCc1ccc(N2C(=O)NC(=O)/C(=C/c3cccn3CCOc3ccc(C(C)CC)cc3)C2=O)cc1 (stereo unspecified)	0.3%	4%	19%	59%	5%
Cc1cccc(OCC(=O)NC(=S)Nc2ccccc2N2CCOCC2)c1	i	5%	6%	4%	7%
Cc1nnc(SC(C)C(=O)N2CCc3ccccc32)s1 (stereo unspecified)	2.1%	-4%	4%	5%	-13%
CC(C)(C)c1ccc(C(=O)N/N=C/c2ccccn2)cc1	5.1%	5%	?	?	-15%
O=C(NCc1ccco1)C1Cc2ccccc2CN1S(=O)(=O)c1ccccc1F (stereo unspecified)	1.5%	15%	2%	29%	1%
CCCN1C(=O)C(=O)N(CC(=O)c2cc(C)n(C3CC3)c2C)C1=O	i	nt	-8%	3%	2%
O=C(c1cc[n+]([O-])cc1)N1CCc2c([nH]c3ccccc23)C1c1ccccc1Cl (stereo unspecified)	7.0%	4%	41%	27%	nt
CC(C)=CC(=O)OCC(=O)Nc1ccc(Cl)cc1	0.1%	3%	1%	34%	10%
CCc1cccc(NC(=O)CSCc2cc(=O)[nH][nH]2)c1	i	-4%	-17%	12%	4%
Cc1cc2oc(=O)cc(C)c2cc1NC(=O)CCC(=O)O	0.1%	-3%	3%	-5%	1%
Cc1ccc(S(=O)(=O)N2CCCC(C(=O)NCC3COCCO3)C2)cc1 (stereo unspecified)	i	-4%	-1%	11%	-20%
CCN(CC)C(=O)c1[nH]cnc1C(=O)N[C@@H](Cc1ccccc1)C(=O)OCc1ccccc1	5.4%	-1%	7%	63%	-10%
CC1=C(C)C(=O)N(c2ccc(C(=O)O)cc2)C1=O	2.3%	-3%	-1%	-11%	-10%
COc1ccc(-c2ccc(SCC(=O)c3cccs3)nn2)cc1OC	14%	3%	-1%	30%	-1%
COc1ccc(/C=c2\s/c(=C/C(=O)c3ccc(C)cc3)[nH]c2=O)c(OC)c1	4.3%	1%	15%	54%	13%
Cc1cc(C(=O)N/N=C/c2ccc[nH]2)n[nH]1	0.0%	7%	0%	-19%	6%
Cc1ccc(N2CN(Cc3ccco3)CNC2=S)c(C)c1	2.8%	-10%	2%	24%	-5%
COc1ccc(C(=O)N2CCc3ccc(NC(=O)c4ccccn4)cc3C2)cc1F	9.0%	nt	nt	nt	15%
N#Cc1c(Cc2cccc3ccccc23)nn(CCO)c1N	i	-3%	2%	-11%	-2%	VEEV TC-83 Vero 10K pilot screen=0.6
COC(=O)N/N=C/c1cc(N=Nc2ccccc2Cl)ccc1O	0.7%	-6%	?	41%	-9%
C=CCNC(=O)COc1c(C)ccc(C)c1C	i	1%	-2%	75%	0%
CC1(C)C=C(c2ccc(C=O)s2)CC(C)(C)N1	0.1%	5%	-10%	-7%	5%
Cc1nc2c(sc(=S)n2Cc2ccco2)c(=O)n1CC(=O)Nc1ccccc1	6.4%	2%	15%	15%	8%
CCCCn1c(N)c(N(CC(C)C)C(=O)Cn2c(=O)oc3ccccc32)c(=O)[nH]c1=O	3.3%	10%	-11%	4%	-5%
Cc1cc(OCC(=O)OCC(=O)NCc2ccco2)ccc1Cl	0.9%	-7%	-3%	23%	-1%
Cn1nccc1C(=O)OCC(=O)Nc1cccc(Cl)c1	0.5%	nt	-10%	21%	-5%
COc1ccc(NC(=O)C2CCC(CNc3c(N4CCOCC4)c(=O)c3=O)CC2)cc1Cl (stereo unspecified)	0.7%	13%	-8%	7%	12%
Cc1ccc(OCC(=O)NNC(=O)Nc2ccc(Cl)cc2)c(Br)c1	i	6%	1%	-17%	-19%
CCN1CCN(c2ccc(S(=O)(=O)N3CCOCC3)cc2NC(=O)COc2ccc(F)cc2Cl)CC1	4.7%	7%	3%	25%	-4%
O=C(CN1CCC(NC(=O)Nc2ccccc2)CC1)Nc1ccc([N+](=O)[O-])cc1	i	4%	11%	19%	6%
O=C(OC(C(=O)NCc1ccc2c(c1)OCO2)c1ccccc1F)c1ccco1 (stereo unspecified)	2.7%	-4%	2%	16%	8%
CCOC(=O)c1c(C)nn(-c2ccc(NC(=O)CSCC(=O)O)cc2)c1C	i	-6%	4%	-12%	-13%
COc1ccc2oc(C(=O)OCC(=O)N3CCN(C(C)=O)CC3)c(C)c2c1	2.8%	2%	5%	0%	-5%
Cn1nnc(NC(=O)c2cccs2)n1	0.8%	-4%	7%	-2%	-5%
Cc1ccc(CNC(=O)CC(NC(=O)c2ccccc2)c2ccccc2)cc1 (stereo unspecified)	0.8%	nt	7%	14%	-8%
CC1CC(C)CN(C(=O)Cn2nnc(-c3ccc(Br)cc3)n2)C1 (stereo unspecified)	0.6%	-17%	3%	-12%	2%

Four records picked at random from the list so far:
SMILES	VEEV TC-83 Vero	Salmonella PhoP GFP	M. tuberculosis HTS	M. tuberculosis	influenza NS1A	others
O=C(CN1CCC(NC(=O)Nc2ccccc2)CC1)Nc1ccc([N+](=O)[O-])cc1	i	4%	11%	19%	6%
COc1ccc2oc(C(=O)OCC(=O)N3CCN(C(C)=O)CC3)c(C)c2c1	2.8%	2%	5%	0%	-5%
Cc1ccc(OCC(=O)NNC(=O)Nc2ccc(Cl)cc2)c(Br)c1	i	6%	1%	-17%	-19%
CCOC(=O)c1c(C)nn(-c2ccc(NC(=O)CSCC(=O)O)cc2)c1C	i	-6%	4%	-12%	-13%

More results.
SMILES	VEEV TC-83 Vero	Salmonella PhoP GFP	M. tuberculosis HTS	M. tuberculosis	influenza NS1A	others
O=S(=O)(Nc1cccc(-n2cnnn2)c1)c1ccccc1C(F)(F)F	1.6%	-10%	-4%	0%	-5%
N[C@@H](Cc1cnc[nH]1)C(=O)Nc1ccc2ccccc2c1	2.5%	nt	nt	nt	4%
Cc1noc(C)c1C(=O)OCC(=O)/C=C1\N(C)c2ccccc2C1(C)C	0.7%	1%	4%	32%	-7%
Cc1cc(C(=O)COC(=O)c2cccc(NS(C)(=O)=O)c2)c(C)n1CC1CCCO1 (stereo unspecified)	1.3%	nt	5%	28%	2%
Cc1cccc(OCC(=O)O/N=C(\N)Cc2ccc(Cl)cc2)c1	0.8%	-3%	-4%	70%	-7%
CCOc1ccc(NS(=O)(=O)c2ccc3[nH]c(=O)oc3c2)cc1	3.7%	7%	5%	nt	2%
O=C(Nc1ccnn1C1CCN(C(=O)c2ccc(Cl)c(F)c2)CC1)C1CCOC1 (stereo unspecified)	1.3%	-5%	-6%	-9%	-12%
CCOP(=O)(OCC)C(NC(=O)c1ccc(C)cc1)C(Cl)(Cl)Cl (stereo unspecified)	0.1%	-14%	-3%	-1%	-7%
Cc1cc(C)cc(NC(=O)CSc2cc(C(=O)c3nccn3C)c3ccccc3n2)c1	0.9%	4%	4%	-2%	-6%
COc1ccccc1C(=O)OCCCN=C1NS(=O)(=O)c2ccccc21	1.4%	-2%	3%	1%	5%
Clc1cccc(Cl)c1CSc1nnc(/C=C/c2ccccc2)o1	1.9%	-5%	9%	57%	-9%
COc1cc(C(=O)Nc2ccc(NC(=O)C3CCCCC3)nc2)cc(OC)c1OC	9.0%	nt	nt	nt	9%
O=[N+]([O-])c1ccccc1/C=N/N1CCN(c2ccccn2)CC1	3.7%	0%	-2%	-5%	6%
CN(C)S(=O)(=O)c1ccc(Cl)c(NC(=O)COC(=O)CNC(=O)c2ccco2)c1	0.6%	-1%	-2%	-7%	5%
CCCCC(=O)Nc1cc(NC(=O)CC)ccc1Cl	0.4%	1%	-6%	-3%	1%

Bioassay records from PubChem BioAssay.
